# Source: PubChem BioAssay
# KAT2A inh: qHTS Assay for Inhibitors of GCN5L2 | Histone acetyltransferase KAT2A (Homo sapiens), Q92830 | GCN5L2 HAT assay, ThioGlo1 CoA-SH fluorescence | Potency, µM (highest dose often 58.9 µM), for inactives: top-dose activity change, negative = inhibition, usual class: inhibitors | 390,000 tested, 0.21% active | AID 504327, 2011
# Target sequence (Q92830 whole entry, looked up): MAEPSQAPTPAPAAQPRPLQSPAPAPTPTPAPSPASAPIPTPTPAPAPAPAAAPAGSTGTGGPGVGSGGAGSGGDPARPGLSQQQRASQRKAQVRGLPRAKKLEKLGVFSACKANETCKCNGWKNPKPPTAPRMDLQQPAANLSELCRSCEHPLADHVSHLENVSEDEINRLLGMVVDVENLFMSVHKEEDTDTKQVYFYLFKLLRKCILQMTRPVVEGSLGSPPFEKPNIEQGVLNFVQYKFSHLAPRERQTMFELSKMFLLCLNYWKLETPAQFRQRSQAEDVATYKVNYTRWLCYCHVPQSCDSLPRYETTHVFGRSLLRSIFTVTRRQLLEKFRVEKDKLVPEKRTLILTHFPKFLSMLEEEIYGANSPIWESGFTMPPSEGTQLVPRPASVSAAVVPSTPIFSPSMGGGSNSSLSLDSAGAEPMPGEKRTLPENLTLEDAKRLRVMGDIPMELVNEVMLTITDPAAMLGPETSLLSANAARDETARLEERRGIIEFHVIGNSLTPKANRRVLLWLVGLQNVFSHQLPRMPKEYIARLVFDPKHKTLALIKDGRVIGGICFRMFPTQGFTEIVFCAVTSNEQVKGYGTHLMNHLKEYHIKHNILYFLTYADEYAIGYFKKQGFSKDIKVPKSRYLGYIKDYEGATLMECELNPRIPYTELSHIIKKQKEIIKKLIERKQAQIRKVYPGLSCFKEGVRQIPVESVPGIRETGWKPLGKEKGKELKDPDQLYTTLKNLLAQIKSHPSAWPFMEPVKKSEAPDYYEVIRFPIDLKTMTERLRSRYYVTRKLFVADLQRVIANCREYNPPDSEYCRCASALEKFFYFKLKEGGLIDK
#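 ThioGlo1-coupled HAT assay: 20nM GCN5L2, 70uM acetyl-CoA, 75uM H3(1-25) peptide, pH 7.5. Fluorescence read at 340/540nm at start and after 20 min at room temperature.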
# FEN1 inhibitor: qHTS Assay for the Inhibitors of Human Flap endonuclease 1 (FEN1); Recombinant FEN1 flap cleavage, fluorescence, 15 min; Potency, µM (titrated, usually from 114 µM), without a hit: at the highest dose activity change, negative = inhibition, usual class: inhibitors; 390,000 tested, 0.35% active; AID 588795, 2011; P39748; also: nearly all actives have a fitted effect of over 65% in size
#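 Quantitative HTS format: each compound was titrated, incubated with 10 nM nuclease for 15 min at room temperature, then challenged with flap substrate at 50 nM final. Signal change over 15 min gave concentration–effect curves.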
# TDP1 cell CPT: qHTS for Inhibitors of human tyrosyl-DNA phosphodiesterase 1 (TDP1): qHTS in cells in presence of CPT; chicken DT40 Tdp1-/-;hTDP1 cells + 20 nM CPT, ATP luminescence, 48 h; Potency, µM (top dose mostly 46.2 µM), inactives show at the highest dose activity change, negative = growth inhibition, hits mostly inhibitors; 420,000 tested, 12% active; AID 686979, 2013; also: nearly all actives have a fitted effect of over 55% in size
#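 Cell growth measured by CellTiter-Glo luminescence after a minimum 48 h, 37 C compound exposure with 20 nM CPT in Tdp1-knockout DT40 cells stably expressing hTDP1, seeded 400/well; qHTS titration format.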
# An asterisk follows results filed as active; ? = inconclusive; · = not tested or not shown; & = joins results of further samples; [ ] = dose if it differs, or a comment. Calls follow the shape of the dose curve; as a rule, active = well fitted curve in the direction sought with a large enough effect; inconclusive = small, poorly fitted or top-dose-only effect, or another doubt; inactive = no such curve, though single readings can be large; an effect the other way counts as inactive or inconclusive. % is scaled to controls: 0 for no effect and ±100 for the full control effect; potency is read from the fitted curve at half-maximal effect. Only part of the results is shown; the hit share may differ from the screen's.
# Results follow in this order: KAT2A inh	FEN1 inhibitor	TDP1 cell CPT
CCOC(=O)c1ccc(NC(=O)C2COc3ccccc3O2)cc1 (stereo unspecified)
    -2%	-2%	-10%
O=C(CO/N=C/c1ccc(OC(F)F)cc1)N1CCc2ccccc21
    -4%	-3%	1%
CCc1nccn1CCC(=O)NC1CCCc2c1cnn2-c1ccc(F)cc1F (stereo unspecified)
    -31%	-16%	?
CC(NC(=O)Nn1cnnc1)(C(F)(F)F)C(F)(F)F
    15%	-4%	5%
Clc1ccc(C2[C@H]3CN(Cc4cccnc4)[C@H](c4ccccc4)C34CC2(c2cccnc2)C4)cn1 (stereo partly specified)
    -4%	-3%	?
Cc1cccc(N2CCN(C(=O)c3oc(=O)c4ccccc4c3-c3ccccc3)CC2)c1C
    1%	-14%	?
CCC(c1nnnn1C1CCCC1)N(Cc1cccs1)Cc1cc2cc(C)ccc2[nH]c1=O (stereo unspecified)
    -5%	-8%	18µM*
CCC(=O)Nc1nnc(S(=O)(=O)N(C)c2cc(C)cc(C)c2)s1
    -7%	-5%	-1%
CCCCS(=O)(=O)Nc1ccc(N2CCOCC2)c(S(=O)(=O)N2CCOCC2)c1
    ?	3%	-1%
Cc1cc(C)n2c(SCc3ccccc3Cl)nnc2n1
    -3%	1%	-22%
COc1cc(OC)cc(C(=O)N[C@H](C(=O)OCC(=O)Nc2ccc(C(N)=O)cc2)C(C)C)c1
    -1%	6%	23%
Cc1cc(C)n(-c2ccc(S(=O)(=O)N3CCOCC3)cc2[N+](=O)[O-])n1
    -7%	-2%	3%
COc1ccc(C(C(=O)NC2CCCCC2)N(C(=O)c2cccs2)c2ccc3c(c2)OCO3)cc1 (stereo unspecified)
    -1%	-5%	?
CCCC(=O)Nc1ccc2c(c1)nc(CN1CCN(C(=O)OCC)CC1)n2C(C)C
    -12%	12%	0.65µM*
COc1cccc(-c2nc(N3CCN(C)CC3)c3ccccc3n2)c1
    -13%	·	?
O=C(Cc1cccs1)N1CCN=C1SCc1ccccc1F
    -2%	-1%	?
CCCCC1=CC2=CC(=O)C(C)(OC(=O)CC)C(=O)C2=CN1CCCOC(C)C (stereo unspecified)
    1%	-7%	1%
CS(=O)(=O)N1CCCC(C(=O)Nc2ccc(F)cc2F)C1 (stereo unspecified)
    1%	8%	-4%
CCCN(CC(=O)Nc1ccccc1C)C(=O)c1ccc(C)c(S(=O)(=O)N2CCCCC2)c1
    1%	-4%	-14%
O=[N+]([O-])c1ccc(C(=S)N2CCN(c3ccc(F)cc3)CC2)cc1
    -5%	-11%	?
CCCn1c(SCC(=O)Nc2nc3c(s2)CCCC3)nc2c1c(=O)n(C)c(=O)n2C
    -1%	-17%	12µM*
CCOC(=O)C1CCN(CC(=O)Nc2c(C(=O)OC)[nH]c3cccc(Cl)c23)CC1
    -1%	-8%	-20%
CCOc1ccc(CNS(=O)(=O)c2ccc3c(c2)CCCN3C(C)=O)cc1OC
    2%	17%	?
CCc1cc2c(=O)n(CCC(C)C)c(=S)[nH]c2s1
    -11%	4%	?
CCOc1ccc(C(=O)NCC(=O)NNC(=O)c2cc(C)oc2C)cc1OCC
    -1%	6%	-18%
Cc1ccc(NC(=O)COC(=O)Cn2cnc3c2c(=O)n(C)c(=O)n3C)c(Cl)c1
    2%	-6%	1%
COc1ccc(OC)c(NC(=O)CSc2nnc3ccc4ccccc4n23)c1
    -6%	-11%	?
Cc1nc2nc(SCC(=O)NCc3ccco3)nn2c(C)c1Cc1c(F)cccc1Cl
    -27%	-1%	-16%
COc1ccc2c(c1)CCc1cn3nc(C)cc3nc1-2
    1%	-6%	-15%
CCN(C(=O)Cn1c(=O)n(Cc2ccc3c(c2)OCO3)c(=O)c2ccc(C(=O)NC3CCCCC3)cc21)c1cccc(C)c1
    -4%	1%	15µM*
Cc1nc2cnc(Oc3ccccc3)nc2n(C2CC2)c1=O
    -16%	·	-25%
CC(=O)N1CCN(C(=O)c2cc(S(=O)(=O)N(C)c3ccc(F)cc3)ccc2Cl)CC1
    -2%	5%	?
O=C(NCCc1ccncc1)Nc1ccc(F)cc1
    ?	1%	10%
COc1cccc(C(=O)NC(=NCCc2c[nH]c3ccc(OC)cc23)Nc2nc(C)cc(C)n2)c1
    -18%	3%	·
CCC(CC)c1nnc(NC(=O)c2cccnc2SC)s1
    -5%	11%	-7%
CC(=O)Nc1ccc(S(=O)(=O)NNC(=O)c2cccc(Cl)c2)cc1
    -8%	12%	2%
COc1ccccc1CCNC(=O)c1ccccc1SCC(=O)N1CCCC1
    2%	-2%	-14%
CCC/C(=N\NC(=O)c1cccc(C)c1)c1ccccc1
    -1%	1%	-8%
C/C(N)=C(/C#N)C(=O)COC(=O)c1ccccc1O
    2%	-2%	-11%
O=C(CCn1c(=O)c2cccn2c2cccnc21)N1CCN(c2cccc(Cl)c2)CC1
    -12%&-5%	?	18µM*

# Entries of single compounds, quoted from the list. Screens in order: KAT2A inh	FEN1 inhibitor	TDP1 cell CPT
# COc1cccc(C(=O)NC(=NCCc2c[nH]c3ccc(OC)cc23)Nc2nc(C)cc(C)n2)c1 is listed as -18%	3%	·
# CC(=O)N1CCN(C(=O)c2cc(S(=O)(=O)N(C)c3ccc(F)cc3)ccc2Cl)CC1 is listed as -2%	5%	?

# Later entries
# Results follow in this order: KAT2A inh	FEN1 inhibitor	TDP1 cell CPT
COc1ccc(C(=O)n2nc(N)c3cc4ccc(C)cc4nc32)cc1OC
    -7%	3%	15%
NC(=O)CSc1nnc(-c2cccc(S(=O)(=O)N3CCOCC3)c2)n1C1CCCCCC1
    -3%[0.501 µM]	4%	5.8µM*
Cc1ccc(-c2csc(NCCc3nc4cc(Cl)c(Cl)cc4n3CCCO)n2)cc1
    ·	7%	?
Cc1ccc(NC(=O)N/C=C/c2ccco2)cc1
    -17%	-15%	?
NC(=O)c1c(NC(=O)c2cccnc2)sc2c1CCCC2
    ?	-14%	-1%
c1nc(NCC2CCCO2)c2[nH]cnc2n1 (stereo unspecified)
    ·	-7%&-5%&-3%	-16%&-15%&-3%
Cc1ccc(SCc2ccc(C(=O)Nc3cccc([N+](=O)[O-])c3)cc2)cc1
    -4%	-1%	-29%
NS(=O)(=O)c1ccc(CCNC(=O)CSc2ccc3ccccc3c2)cc1
    -15%	-3%	?
CCC1CN(C(=O)N2CCC(C(=O)NCc3cccc(F)c3)CC2)c2ccccc2O1 (stereo unspecified)
    -2%	-16%	?
CN(C)C(=O)c1cn(-c2ccccc2)nc1-c1cc2ccccc2o1
    -9%	-2%	-20%
Cc1ccc(Cl)cc1N1CCN(C(=O)c2ccc(NC3=NC4CS(=O)(=O)CC4S3)cc2)CC1 (stereo unspecified)
    -19%	7%	?
COc1ccc(OC)c(CNc2c(C=O)c(=O)[nH]c3ccccc23)c1
    -4%	-7%	-15%
CC(C)OC(=O)c1cccc2c1C(=O)c1ccccc1-2
    -24%	-7%	-3%
NC(=O)C[C@H](N)c1cn([C@@H](CC(N)=O)C(=O)N2CCNCC2)nn1
    -1%	19%	-1%
CNS(=O)(=O)c1cc2c3c(cccc3c1)C(=O)NC2=O
    -4%	-22%	18µM*
NC(=S)N/N=C/c1ccc(-c2cc(Cl)ccc2Cl)o1
    -7%	-15%	2.6µM*
COCC(=O)N1CCC(n2nccc2NC(=O)CCOc2ccccc2)CC1
    -1%	-18%	0%
O=Cc1c(N2CCOCC2)nc2ccccn2c1=O
    -8%	6%	1%
NC(=O)Cn1cc(/C=N\NS(=O)(=O)c2ccccc2)c2ccccc21
    0%	-13%	-5%
COc1ccc(N2CC(NC(=O)c3ccc(S(=O)(=O)N4CCOCC4)cc3)CC2=O)cc1 (stereo unspecified)
    4%	-11%	-26%

# Later entries
Compound	KAT2A inh	FEN1 inhibitor	TDP1 cell CPT
CCN1CCN(c2cc(C)c3cc(NC(=O)c4cccc(C(F)(F)F)c4)ccc3n2)CC1	-3%	0%	10µM*
Cc1ccccc1-n1c(=O)c2c3c(sc2n2cnnc12)CCCC3	-4%	0%	15µM*
COc1ccc(-n2c(=O)c(-c3ccccc3)nc3cnc(N4CCN(C)CC4)nc32)cc1	-8%	·	-17%
CC1CC(=O)NN1C(=O)c1ccccc1 (stereo unspecified)	-3%	-1%	-3%
Cc1ccccc1CN1CCN(CC2CC2)CC1CCO (stereo unspecified)	-7%	0%	-5%
Cc1cc(S(=O)(=O)N2CCN=C2c2ccccc2)c(C)cc1Cl	-2%	-2%	-30%
COc1cc(O)oc1C=Nc1ccc(C(F)(F)F)cc1	43%[activator]	-2%	-11%
CCOC(=O)c1cnc2c(OC)cccc2c1N1CCN(c2ccccc2OC)CC1	-15%	-1%	?
CCOC(=O)c1c(NC(=O)c2c(Br)cnn2C)c(C#N)nn1-c1ccccc1	-5%	9%	-40%
CCn1c(CNC(=O)c2ccc(OC)cc2)nnc1SCC(=O)Nc1ccccc1	1%	-21%	12%
Cc1cc(Br)cc(Cl)c1OCC(=O)NC(=O)NCc1ccccc1	1%	0%	-17%
COc1ccc(OC)c(/C=C/C(=O)c2ccc3c(c2)OCO3)c1	-17%	11%	?
COc1ccc(-c2[nH]c(-c3cc(OC)c4c(c3)OCO4)nc2-c2ccccc2)cc1	-11%	-12%	?
Clc1ccc(Cn2ncc3c(NCc4ccco4)ncnc32)c(Cl)c1	1%	-12%	?
CN(C(=O)CCl)C1CCCc2ccccc21 (stereo unspecified)	-2%	12%	2.6µM*
CCOC(=O)N1CCN(S(=O)(=O)c2cccc3cccnc23)CC1	-2%	11%	9%
CCC(c1nnnn1CC1CCCO1)N(CCCO)Cc1cc2cccc(C)c2[nH]c1=O (stereo unspecified)	0%	-1%	?
CC1CCCN(C(=O)CCc2nnc(-c3ccc4c(c3)OCO4)o2)C1 (stereo unspecified)	-14%	8%	1%
O=C(NC1CCCC1)C(c1ccccn1)N(Cc1ccccc1F)C(=O)c1csnn1 (stereo unspecified)	0%	3%	-11%
CCOC(=O)C(Cc1ccc(NC(=O)/C(=C/c2ccccc2)NC(=O)c2ccccc2)cc1)N1C(=O)c2ccccc2C1=O (stereo unspecified)	1%	-5%	5.2µM*
Cc1cc(C)n2nc(SCCOc3ccc(F)cc3)nc2n1	-5%	-5%	-1%
CCOC(=O)c1cc2c(=O)n3ccccc3nc2n(Cc2ccco2)c1=NC(=O)c1ccc(C)c(C)c1	-6%	-20%	-23%
Cn1nnc2cc(C(=O)N3CCN(c4ccccn4)CC3)ccc21	1%	13%	31%[activator]
CC(C)(Oc1ccc(Cl)cc1)C(=O)NC1=NN(c2ccccc2)C(=O)C1	-7%	-12%	?
O=C(O)COc1ccc(NC(=O)c2ccc(NC(=O)c3ccco3)cc2)cc1	-5%	-12%	1%
O=c1/c(=C/c2ccc(O)c([N+](=O)[O-])c2)sc2nc3ccccc3n12	-2%	-3%	-18%
O=C(N/C(=C/c1cccs1)C(=O)N1CCCCCC1)c1ccccc1	-4%	-1%	-2%
CCOc1ccc(N2CC(C(=O)N3CCN(c4ccccn4)CC3)CC2=O)cc1 (stereo unspecified)	-1%	-3%	3%
COC(=O)C(CO)Nc1ncnc2onc(-c3ccc(F)cc3)c12 (stereo unspecified)	-9%	5%	27%
CCOC(=O)c1ccc(N2C(=O)c3[nH]nc(-c4ccc(OC)cc4)c3C2c2cccc(O)c2)cc1 (stereo unspecified)	-12%	-2%	18µM*

# Gathered by group, the compounds so far with a nitro group on carbon (4)
Compound	KAT2A inh	FEN1 inhibitor	TDP1 cell CPT
Cc1cc(C)n(-c2ccc(S(=O)(=O)N3CCOCC3)cc2[N+](=O)[O-])n1	-7%	-2%	3%
O=[N+]([O-])c1ccc(C(=S)N2CCN(c3ccc(F)cc3)CC2)cc1	-5%	-11%	?
Cc1ccc(SCc2ccc(C(=O)Nc3cccc([N+](=O)[O-])c3)cc2)cc1	-4%	-1%	-29%
O=c1/c(=C/c2ccc(O)c([N+](=O)[O-])c2)sc2nc3ccccc3n12	-2%	-3%	-18%

# (listing goes on)
Compound	KAT2A inh	FEN1 inhibitor	TDP1 cell CPT
O=[N+]([O-])c1cccc(CSc2cccc[n+]2[O-])c1	0%	-5%	-6%
O=C(OCC(=O)c1c[nH]c2ccccc12)c1cccc(S(=O)(=O)N2CCCCCC2)c1	-14%	-2%	?
Cc1ccc(C)c(N2CCN(c3ncnc4c3cnn4-c3ccccc3)CC2)c1	-2%	2%	?
C[N+]1(CCCCC[N+]2(C)CCCC2)CCCC1	?	·	9%&7%
COc1ccc(NC(=O)C(NC(=O)c2ccccc2)C(C)C)cc1 (stereo unspecified)	-4%	-11%	3%
O=C(c1ccc2c(=O)n(C3CCCC3)c(=S)[nH]c2c1)N1CCN(C2CCCCC2)CC1	-3%	-2%	?
